# High-throughput results as filed in PubChem BioAssay.
# CSN inh: inhibitors of human CSN-mediated cullin deneddylation | actives 0.38% (n = 360,000) | inhibition, % at 12.5 µM | Q92905 | Purified CSN, SCF-Nedd8-OG deneddylation, fluorescence polarization;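 active = pattern-corrected inhibition above about 35%, with an unprinted fluorescence ratio check between 0.5 and 1.5, limit read from the data, passing the limit was not always enough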;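 also: 0% = enzyme with substrate and 100% = substrate without enzyme; some results filed as inactive read as strong as hits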
#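 Material: purified human Csn5 enzyme expressed in HEK293T cells / Medium: Tris buffer pH 7.5, NaCl, DTT, Tween-20, trehalose, ovalbumin / Compound dosing: 12.5 µM single point / Schedule: 90 min incubation of compound, enzyme and substrate at room temperature / Signal: fluorescence polarization of the substrate / Control set: no-enzyme wells high, enzyme-with-substrate wells low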
# Rin1 Abl inh: inhibitors of human Rin1-Abl protein interaction. P00519+Q13671. TR-FRET Rin1/Abl binding, biochemical. inhibition, % at 7.35 µM. actives 0.4% (n = 360,000). AID 588664; in the data active = inhibition above about 5%, passing the limit was not always enough
# NadD inh: NadD (S. aureus) enzyme inhibition; actives 0.78% (n = 360,000); inhibition, % at 20 µM; purified NadD enzyme, colorimetric absorbance read-out; in the data active = inhibition above about 26%; also: some compounds past the cut are filed as inactive
# MT1-MMP act inh: blocks activation of human MT1-MMP; AID 651647; GFP/RFP ratio change, % at 20 µM; HT1080 RFP-PRO-GFP cells, GFP/RFP ratio fluorescence, overnight; percent of plate control window, DMSO zero; actives 0.061% (n = 360,000); P50281;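 active = GFP/RFP ratio change of at least 30% with cell ATP level not reduced by more than half and red fluorescence within 50% of control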; also: strong numbers were not always called active
#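 Test system: HT1080 cells expressing an RFP-PRO-GFP fluorescent reporter construct / Compound dosing: single-point 20 µM compound, 1% DMSO / Schedule: cells overnight before dosing, compound overnight, 37 °C, 5% CO2 / Evaluation: GFP/RFP fluorescence ratio / Control set: DMSO and RFP-L50D-GFP cell wells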
# SKN-1 block: inhibitors of C. elegans SKN-1; C. elegans VP596 Pgst-4::GFP/RFP ratio, acrylamide-induced, 24 h; actives 0.49% (n = 360,000); AID 624304; inhibition, % at 21.8 µM;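 active = interference check ratio from 0.5 to 1.5 plus GFP to RFP signal ratio inhibition reaching or exceeding a fixed threshold, cut at about 30% in these data, passing the limit was not always enough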; also: some compounds called inactive have numbers as strong as hits
# FAS-TE inh: blocks the thioesterase domain of human fatty acid synthase; P49327; recombinant FAS-TE, OMFH fluorogenic substrate, fluorescence endpoint; inhibition, % at 15 µM; actives 0.67% (n = 360,000); AID 602261;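 active = compounds whose normalised, plate-corrected inhibition of enzyme fluorescence in the single-dose primary screen is 50% or more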;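 also: 0% = DMSO with enzyme and 100% = substrate without enzyme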
# Neddylation inh: inhibitors of human cullin neddylation. calls only at 25 µM. actives 0.58% (n = 360,000). P61081+Q13564. AID 651699. TR-FRET cullin neddylation, biochemical; in the data active = inhibition above about 36%
# MLLE-PAM2 inh: inhibitors of microRNA-mediated deadenylation, human PABP1 MLLE binding | GST-MLLE / FITC-PAM2 fluorescence polarization | inhibition, % at 20 µM | actives 0.36% (n = 360,000); in the data active = inhibition above about 35%, passing the limit was not always enough;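 also: plate controls were DMSO wells with GST-MLLE for no effect and wells lacking GST-MLLE protein for full effect; some results filed as inactive read as strong as hits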
# Rpn11 block: Rpn11 (human) deubiquitinase inhibition; actives 0.59% (n = 360,000); calls only at 20 µM; O00487; AID 588493; human 26S proteasome, Ub4-pepOG fluorescence polarization; 20S core pre-blocked with epoxomicin;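 active = inhibition at 20 µM, scaled to each plate's controls, above about 33%, limit read from the data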
# Numbers without * were called inactive; i = inactive; nt = no result given; + = active, no number. Compounds as they come; 3.9% or so of the library scored in one or more.
SMILES,CSN inh,Rin1 Abl inh,NadD inh,MT1-MMP act inh,SKN-1 block,FAS-TE inh,Neddylation inh,MLLE-PAM2 inh,Rpn11 block
O=C(COc1c(F)c(F)cc(F)c1F)NNC(=O)CC1CCS(=O)(=O)C1 (stereo unspecified),5.6,-0.4,-0.6,1.7,7.3,-11.5,i,-11.7,i
COc1cc2c(cc1NC(=O)C(C)Sc1ccc(NC(C)=O)cc1)oc1ccccc12 (stereo unspecified),-3.2,-0.1,-7.1,-1.3,1.5,27.1,i,21.1,i
COCCCNC(=O)Cn1ccc(NC(=O)OCc2ccccc2)nc1=O,-6.2,3.6,-0.6,-4.8,6.7,-12.6,i,-13.0,i
O=C(CSc1ncn[nH]1)NCCOc1ccccc1,-2.1,-0.7,11.2,3.4,-6.6,-6.7,i,-2.7,i
CCOC(=O)C1C(c2ccc3c(c2)OCO3)NC(=O)NC1(O)C(F)(F)F (stereo unspecified),-1.8,0.6,-0.7,0.0,-18.7,-4.3,i,4.2,i
COC(=O)c1ccc[n+](CC(=O)c2ccc(Br)cc2)c1,-1.5,-2.9,2.2,-7.8,5.0,-9.0,i,-3.5,i
COc1ccc(C)cc1NC(=O)COC(=O)c1c(-c2ccccc2)noc1C,4.3,-3.5,-4.1,-11.4,8.6,22.2,i,-11.0,i
COCCN(C(=O)COC(=O)/C=C/c1cccs1)c1c(N)n(Cc2ccccc2)c(=O)[nH]c1=O,1.9,2.8,-6.3,-0.9,-4.1,-5.5,i,0.1,i
CC(=O)NC1(C(F)(F)F)C(=O)Nc2c1c(=O)[nH]c(=O)n2CCc1ccccc1 (stereo unspecified),1.8,-0.5,-5.3,-1.0,1.7,-3.2,i,5.8,i
Cc1ccc(N2CC(C(=O)Nc3ccc4c(c3)OCCO4)CC2=O)cc1C (stereo unspecified),-1.2,-2.0,-3.5,-0.7,6.0,0.3,i,-7.1,i
COc1ccccc1C(=O)Nc1cccc2nc(C)ccc12,1.6,-2.1,-4.7,6.2,7.9,-3.4,i,-13.0,i
Fc1ccc(Br)cc1C1C=C(c2cccnc2)Nc2ncnn21 (stereo unspecified),2.5,3.2,-5.7,-25.0,-24.4,-4.5,nt,47.8*,i
O=C(CN1CCc2[nH]c3ccccc3c2C1)N1CCCCC1,0.5,0.6,-2.9,-4.2,14.4,-6.7,i,9.3,i
CCc1nnc(NC(=O)C2CCCO2)s1 (stereo unspecified),0.8,3.0,-5.2,-6.2,-8.3,-1.6,i,-0.7,i
CC(C)(C)S(=O)(=O)N1Cc2cc(=O)n(Cc3ccccc3)c(CCO)c2[C@@H]1CCO,1.9,0.0,1.5,1.9,4.6,-13.2,i,-8.0,i
COC(=O)c1cccc(F)c1C(=O)c1cccc2ccccc12,3.6,-4.5,-8.0,1.4,-7.3,24.2,i,2.1,i
O=C1C(Cl)=C(NC2CCCCC2)C(=O)N1c1ccc(Cl)cc1,0.9,0.5,-1.7,3.1,5.7,7.4,i,-0.4,i
Cc1nc2c3ccccc3nc(NNC(=O)CCC(=O)NCCN3CCN(c4ccccc4)CC3)n2n1,1.9,3.6,0.4,-1.8,-4.3,-0.2,i,2.0,i
CC(C)NC(=O)NC(=O)CSc1nnc(COc2ccccc2F)n1C(C)C1CC2CCC1C2 (stereo unspecified),0.0,-1.3,0.9,-0.9,3.1,23.0,i,-14.5,i
COc1cc(/C=N/N(C)C)ccc1OC(=O)c1cccs1,0.9,-0.5,-1.5,-3.9,3.4,14.1,i,1.7,i
CN(C)S(=O)(=O)n1cnc([C@@H]2[C@H]3C(=O)OC[C@@H]3C[C@@]23N=CN(Cc2ccccc2)C3=O)c1,-0.4,4.4,-2.4,-0.8,-0.8,-5.5,i,8.4,i
O=C(OCC(=O)N1CCN(c2ccccc2)CC1)c1ncc(Cl)c(Cl)c1Cl,-1.3,2.6,-7.4,-3.0,-22.2,18.2,i,5.7,i
C/C(=N\Nc1nccnc1Cl)c1ccc(Br)cc1,2.6,-1.8,-0.1,0.3,10.4,6.2,i,0.1,i
CCN1CCN(c2ccc(S(=O)(=O)N3CCCCC3)cc2N)CC1,3.0,-2.8,3.1,5.1,2.9,-10.1,i,3.8,i
COCCNC(=O)CCc1nc(-c2ccccc2)no1,1.8,-1.4,-2.4,-0.5,-13.6,-3.3,i,-9.0,i
C=CCOc1ccc(/C=C2\SC(=S)N(CCC(=O)O)C2=O)cc1,-3.1,-3.2,-0.4,-5.2,-4.6,5.0,i,-3.5,i
CCOC(=O)c1c(C)[nH]c(C(=O)OCC(=O)NC2(C#N)CCCCC2)c1C,1.5,1.9,1.7,-4.0,-11.5,-2.8,i,-9.8,i
Cc1nc2ccccc2n1C(C)c1ccccc1 (stereo unspecified),0.1,-2.9,-5.5,-1.3,13.3,-3.4,i,10.6,i
Cc1ccc(-n2nnnc2CSc2nnc(-c3ccc(O)cc3)o2)cc1,-1.4,3.1,3.0,-5.4,-4.0,-9.0,i,15.7,i
O=S(=O)(c1cccc(-c2csc(N/N=C/c3ccco3)n2)c1)N1CCOCC1,0.1,-3.8,13.7,6.0,1.1,33.5,i,7.1,i

# One compound at a time, as listed above. Order of screens: CSN inh	Rin1 Abl inh	NadD inh	MT1-MMP act inh	SKN-1 block	FAS-TE inh	Neddylation inh	MLLE-PAM2 inh	Rpn11 block
# Cc1nc2ccccc2n1C(C)c1ccccc1 (stereo unspecified) as listed: 0.1	-2.9	-5.5	-1.3	13.3	-3.4	i	10.6	i
# COCCNC(=O)CCc1nc(-c2ccccc2)no1 as listed: 1.8	-1.4	-2.4	-0.5	-13.6	-3.3	i	-9.0	i
# COc1cc(/C=N/N(C)C)ccc1OC(=O)c1cccs1 as listed: 0.9	-0.5	-1.5	-3.9	3.4	14.1	i	1.7	i
# C/C(=N\Nc1nccnc1Cl)c1ccc(Br)cc1 as listed: 2.6	-1.8	-0.1	0.3	10.4	6.2	i	0.1	i

# New compounds follow:
SMILES,CSN inh,Rin1 Abl inh,NadD inh,MT1-MMP act inh,SKN-1 block,FAS-TE inh,Neddylation inh,MLLE-PAM2 inh,Rpn11 block
O=C(NC(c1ccc(Cl)cc1)c1ccsc1)C1CCN(Cc2ccc(Oc3ccccc3)cc2)CC1 (stereo unspecified),0.8,-2.1,2.0,-3.9,7.1,20.9,i,3.9,i
CSc1ccc(CN2CCC2(C)C(=O)NCc2ccc3c(c2)OCO3)cc1 (stereo unspecified),6.3,1.6,-0.1,1.0,-4.8,10.0,i,-9.0,i
Cc1cc(/C=C2\SC(=S)N(C)C2=O)c(C)n1-c1ccc(O)cc1,50.8*,-5.8,1.1,-139.0,4.5,-2.1,i,-114.5,nt
c1ccc(Cn2nnc3ccccc32)cc1,0.8,-2.0,0.3,-1.6,-2.9,-4.9,i,6.7,i
CCCc1ccc(OCc2nc(-c3ccc(NC(=O)c4ccco4)cc3)no2)cc1,1.0,-5.1,-1.1,-2.4,34.5,6.5,i,-10.8,i
CC(C)n1nnnc1SCC(=O)NCc1cccs1,3.6,5.4,-4.6,5.6,5.0,-8.6,i,4.3,i
O=C(COc1ccc(Br)cc1CNC1CCCC1)Nc1ccccc1,2.7,-1.9,-7.2,-0.5,-15.8,25.8,i,0.3,i
C=CCNc1nc(=S)[nH]c2cc(OC)c(OC)cc12,-4.5,3.5,0.7,1.2,2.7,-8.0,i,-88.8,i
O=[N+]([O-])c1ccc(CN2CCN(c3ccccc3)CC2)o1,-1.1,4.5,5.1,2.2,-19.6,-2.9,i,-6.1,i
CC1CC(C)(C)NC(=S)N1CC(=O)N(C)Cc1ccccc1 (stereo unspecified),-1.1,-0.4,-8.9,-0.8,-1.3,-9.0,i,-29.2,i
COc1cccc(-c2cc(C(=O)NCCCn3ccnc3)no2)c1,-1.2,-3.1,4.3,-2.5,10.2,-4.8,i,-0.5,i
COC(=O)c1ccc(C(=O)OC)c(NC(=O)CCC(=O)O)c1,3.8,0.8,1.8,2.5,8.3,-6.6,nt,1.9,i
Cc1cc(C)c(CNC(=O)c2cc(C3CC3)nc3c2cnn3C(C)C)c(=O)[nH]1,-1.0,3.8,2.2,2.1,5.2,-3.2,i,-13.8,i
COc1ccc(NC(=O)C2CCN(S(=O)(=O)c3cn(C)nc3C)CC2)cc1,-4.7,-1.3,1.4,2.1,17.9,-5.4,i,-6.3,i
O=C(NCC(c1ccco1)N1CCOCC1)c1c(F)cccc1F (stereo unspecified),-2.7,1.8,2.8,3.7,-6.6,-1.9,i,-6.1,i
O=C(c1sc2cc(F)ccc2c1Cl)N1CCN(c2cccc(Cl)c2)CC1,1.5,1.9,1.4,2.6,4.0,28.4,i,-5.9,i
O=C(CS(=O)c1cccc(C(F)(F)F)c1)Nc1ccccc1Cl (stereo unspecified),5.1,-6.4,10.9,-1.6,-14.6,-4.1,i,-10.6,i
c1ccc2[nH]c(C3CC3)nc2c1,-5.0,-1.2,6.1,-0.9,2.3,-2.1,i,-5.7,i
Cc1ccc(C2=Nc3ccccc3SC(c3cccc([N+](=O)[O-])c3)C2)cc1 (stereo unspecified),2.7,-0.9,7.8,-1.7,5.5,21.3,i,8.6,i
CCN1CCN(c2nc(Nc3cccc(OC)c3)nc(N)c2[N+](=O)[O-])CC1,1.3,-0.7,-1.2,0.9,15.0,-2.1,i,4.9,i
COc1cccc2c1CCc1c-2nc2ccccc2c1C(=O)O,1.7,-0.2,0.2,1.7,10.1,-2.3,i,12.5,i
Cc1cccnc1NC1CCCCC1,5.7,-2.6,-0.2,0.9,-15.1,-11.4,i,11.7,i
CC1CCCCC1NC(=O)/C(C#N)=C/c1ccccc1F (stereo unspecified),-1.9,0.1,5.4,-15.2,3.2,30.9,i,11.6,i
O=C1CC(c2ccc3c(c2)OCCO3)Oc2ccccc21 (stereo unspecified),-1.9,5.3,-10.0,2.1,-26.4,4.6,i,2.5,i
Cc1ccc(-n2nnc3c(=O)n(CC(=O)NCc4ccccc4)cnc32)cc1,10.6,2.8,1.8,5.6,4.1,-7.3,i,-1.4,+
CCC(=O)Nc1ccc(C(=O)OCc2ccccc2Cl)cc1,-7.0,-3.1,-14.2,-4.7,0.3,16.0,i,4.2,i
CCC(C)(C)n1nnnc1C(c1cccs1)N1CCN(c2nc3ccccc3s2)CC1 (stereo unspecified),0.7,4.7,9.2,-3.3,31.6,42.0,i,11.9,i
COc1ccc2c(=O)cc(-c3ccccc3)n(C)c2c1,6.4,3.8,2.9,7.2,7.4,-4.8,i,-5.0,i
O=C(Nc1ccccc1Cl)NC1(C(=O)NCc2cccnc2)CCCCC1,2.9,-0.9,0.4,0.8,14.4,-2.7,i,1.2,i
O=C(Nc1cccc(F)c1)c1cccc2c1C(=O)N(C1CCCCC1)C2,4.9,4.9,-6.4,-0.7,-10.6,23.9,i,-1.0,i
Cc1nn(CCC#N)c2nc(C(F)(F)F)[nH]c(=O)c12,-0.6,0.7,-1.1,2.9,7.5,-3.4,i,-3.6,i

# Results in CSN inh, for 2 of the compounds above:
compound	CSN inh
O=C(CS(=O)c1cccc(C(F)(F)F)c1)Nc1ccccc1Cl (stereo unspecified)	5.1
c1ccc2[nH]c(C3CC3)nc2c1	-5.0
